Screening data deposited in PubChem BioAssay by National Center for Advancing Translational Sciences (NCATS).
S2 tox = viability counter-screen for ATXN expression inhibitors | S2 cells (HEK-293 line with an ATXN2-luciferase reporter) viability, CellTiter-Fluor protease fluorescence, 24 h | Potency, µM (highest dose often 56.7 µM), hits mostly cytotoxic | 400,000 tested, 0.49% active | AID 651635; further: potency means the concentration at half of the fitted maximal effect; nearly all actives have a fitted effect of over 40% in size
ATXN2 expr inh = ATXN2 expression inhibition | HEK-293 ATXN2-luciferase reporter, luminescence, 24 h | Potency, µM (series often up to 57 µM), for inactives: at the highest dose activity change, negative = inhibition, most hits filed as inhibitors | 360,000 tested, 0.72% active; further: potency means the concentration at half of the fitted maximal effect; on the % scale 0 is the no-effect control and ±100 the full control effect; nearly all actives have a fitted effect of over 55% in size
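ATXN2-luciferase reporter cells (luciferase flanked by upstream and downstream ATXN2 gene portions) were treated 24 h at 37 °C with compounds at up to 57 uM. SteadyGlo luminescence gave expression; GF-AFC fluorescence gave viability.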
SW480 rerep = induces DNA re-replication in SW480 colon adenocarcinoma cells; SW480 DNA re-replication, Hoechst DNA content imaging, 48 h; Potency, µM (top dose mostly 46.1 µM), inactives show top-dose re-replication activation, hits mostly activators; 340,000 tested, 1.8% active; AID 624297; further: potency means the concentration at half of the fitted maximal effect; % of control where 0% means no effect; nearly all actives have a fitted effect of over 55% in size
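Readout is total intensity of Hoechst-stained nuclei, excited at 405 nm and collected at 500-530 nm. Compound treatment lasted 48 hr at 37 C in 5% CO2 before staining.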
HT1080NT lethal = kills 2HG-producing HT-1080-NT fibrosarcoma cells | HT-1080-NT fibrosarcoma viability, CellTiter-Glo ATP luminescence, 48 h | Potency, µM (doses to about 46.1 µM), inactives show at the top dose activity, negative = less viability, hits mostly cytotoxic | 360,000 tested, 1.6% active;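 further: NT is the 2HG producing partner of a matched IDH1 knockdown line; potency means the concentration at half of the fitted maximal effect; 0% = DMSO-treated cells and -100% = media-only wells without cells; nearly all actives have a fitted effect of over 55% in size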
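HT-1080-NT; 750 cells/well; 5% FBS RPMI; 48 h compound, 37 degrees C; CellTiter-Glo luminescence; curve fitting and curve-class assignment.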
IL-1B inflam inh = inflammasome signaling inhibition, IL-1 beta readout; activity change, % at 57.5 µM; THP-1 LPS/ATP IL-1B secretion, AlphaLISA, 16 h; stronger effect = lower value; 360,000 tested, 4.7% active; in the data active means activity change below about -50%; inconclusive means mostly about -30% to -49%; further: on the % scale 0 is the no-effect control and ±100 the full control effect
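Secreted IL-1B measured by AlphaLISA bead assay after 16 h compound exposure of THP-1 cells; compounds (final up to 57.5 uM) added 1 h before LPS (250 ng/mL) and ATP (1.25 mM) stimulation; lower signal means less secretion.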
MCF10A rereplic = DNA re-replication induction in MCF 10a cells; 350,000 tested, 2.9% active; Potency, µM (titrated, usually from 46.1 µM), for the others: at the top dose activity, positive = re-replication, usual class: activators; MCF 10A DNA re-replication, Hoechst nuclear intensity, 48 h; AID 624296; further: potency means the concentration at half of the fitted maximal effect; % of control where 0% means no effect; nearly all actives have a fitted effect of over 50% in size
HT1080 IDH1KD tx = toxicity to HT-1080 IDH1 knockdown cells (counter line); HT-1080 IDH1 knockdown viability, ATP luminescence, 48 h; Potency, µM (top dose mostly 46.1 µM), for the others: at the top dose activity, negative = toxicity, usual class: cytotoxic; 360,000 tested, 2% active; AID 686971;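 further: potency means the concentration at half of the fitted maximal effect; 0% = DMSO wells and -100% = cell-free medium wells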
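In this qHTS, HT-1080 cells depleted of IDH1 are exposed for 48 h at 37 °C to compound titrations. Toxicity is scored from CellTiter-Glo luminescence, with DMSO as full viability and medium alone as none.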
KB-V1 MDR tox = KB-V1 MDR subline cytotoxicity | 400,000 tested, 3.4% active | KB-V1 MDR cells viability, CellTiter-Glo, 72 h | Potency, µM (top dose mostly 46.1 µM), for the others: at the top dose activity change, negative = cytotoxicity, most hits filed as cytotoxic; further: potency means the concentration at half of the fitted maximal effect; on the % scale 0 is the no-effect control and ±100 the full control effect; nearly all actives have a fitted effect of over 60% in size
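qHTS viability screen in drug-selected KB-V1 MDR cells: 72 h compound treatment at 37 degrees C, ATP luminescence end point.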
KB-3-1 tox = KB-3-1 parental cell cytotoxicity; KB-3-1 viability, CellTiter-Glo ATP luminescence, 72 h; Potency, µM (doses to about 46.1 µM), for the others: top-dose activity change, negative = cytotoxic, usual class: cytotoxic; 400,000 tested, 1.4% active; AID 1347075; further: potency means the concentration at half of the fitted maximal effect; on the % scale 0 is the no-effect control and ±100 the full control effect; nearly all actives have a fitted effect of over 60% in size
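Cells are dispensed, compounds pinned in, plates held at 37 °C for 72 h, then CellTiter-Glo is added and luminescence read after 10 minutes. Cell line: parental KB-3-1 in phenol-red-free DMEM, 10% FBS.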
Numbers without * were called inactive; i = inactive; ? = inconclusive; · = not tested or not shown; [ ] = dose if it differs, or a comment. Unless noted, the call rests on the fitted dose curve; in most records, active means well fitted curve in the direction sought with a large enough effect; inconclusive means small, poorly fitted or top-dose-only effect, or another doubt; inactive means no such curve, though single readings can be large; an effect the other way counts as inactive or inconclusive.

SMILES	S2 tox	ATXN2 expr inh	SW480 rerep	HT1080NT lethal	IL-1B inflam inh	MCF10A rereplic	HT1080 IDH1KD tx	KB-V1 MDR tox	KB-3-1 tox
CCCCNc1c(-c2cccc(-c3ccc(OC)cc3)c2)nc2ccc(C)cn12	?	?	?	?	-100*	4.1µM*	?	?	?
O=C(OC(C(=O)NC1CCCCC1)c1ccc(C(F)(F)F)cc1)c1ccco1 (stereo not given)	i	6%	-6%	0%	4	4%	2%	?	-3%
COc1ccc(S(=O)(=O)N2CCC(C(N)=O)(N3CCCCC3)CC2)cc1OC	i	7%	0%	4%	26	-1%	1%	6%	4%
NS(=O)(=O)c1cnccc1Nc1ccc(Cl)cc1	i	-18%	-8%	-1%	-10	20%	-1%	11%	5%
Cc1ccc(NC(=O)CCc2nc(-c3cccs3)no2)c(Br)c1	i	0%	18%	-1%	0	-2%	-2%	1%	6%
O=C(C1CCCC1)N1CCN(S(=O)(=O)c2ccc(F)cc2)CC1	i	12%	-38%[inhibitor]	-4%	9	-23%	-3%	?	-4%
Cc1cccc(OCc2nc(C#N)c(NCc3ccccc3Cl)o2)c1	?	17%	·	·	·	·	·	-4%	0%
Cc1cccc2c1N(CCOc1ccc(C(C)(C)C)cc1)C(=O)C2=O	?	?	?	?	-7	?	?	-25%	?
O=C(NCCC(c1ccccc1)c1ccccc1)c1cnccn1	?	-7%	-3%	-1%	4	1%	-1%	0%	-4%
C/C=C/COc1nc2c(c(=O)n(C)c(=O)n2C)n1C	i	-1%	0%	17%	-6	-4%	13%	0%	-19%
c1ccc(-c2nc(NCC3CCCO3)c3ccccc3n2)nc1 (stereo not given)	·	·	?	?	53	?	-11%	?	?
COc1ccc(C)cc1N(CC(=O)N1CCCC1)S(=O)(=O)c1ccccc1	i	-1%	7%	7%	17	-5%	-1%	-6%	0%
CCOC(=O)c1sc(NC(=O)c2ccc(Cl)s2)cc1C	i	26%	-5%	13%	?	?	12%	9%	-4%
NC(=S)NN=Cc1ccc(OC(=O)COc2cc(Cl)c(Cl)cc2Cl)cn1	i	·	·	?	119	·	7.3µM*	?	?
CC(NC(=O)C1CCCN1C(=O)c1cccs1)c1ccc(Cl)cc1Cl (stereo not given)	i	·	·	7%	17	·	1%	0%	0%
CC(=O)Nc1cc(-c2ccc(C(=O)NC3CC3)cc2)cn2c(-c3cccc(C(C)=O)c3)cnc12	i	?	·	15µM*	-19	·	?	0%	0%
O=C1CC(C(=O)N(CC2CCCO2)C(C(=O)NC2CCCCC2)c2ccncc2)CS1 (stereo not given)	i	1%	5%	2%	16	8%	-4%	16%	4%
CC(C)N(C(=O)COC(=O)c1cncc(Br)c1)C(C)C	i	-14%	-7%	14%	15	0%	13%	5%	19%
CCOC(=O)c1sc(NC(=O)C(CC)Sc2nnc3c4ccccc4n(C(C)C)c3n2)nc1C (stereo not given)	i	7%	-1%	3%	16	0%	8%	30%	22%
CCCCC(CC(O)COCCC)c1n[nH]c(=S)n1-c1ccccc1 (stereo not given)	i	10%	-9%	7%	51	-16%	7%	-5%	13%
COCCCn1c(C(C)C)nc2oc3cc(OC)ccc3c(=O)c2c1=O	i	-10%	-3%	-1%	0	2%	3%	2%	8%
CCC(C)c1ccc(S(=O)(=O)N2CCN(S(=O)(=O)c3ccc(NC(C)=O)cc3)CC2)cc1 (stereo not given)	i	-16%	-4%	-1%	-9	0%	-2%	-19%	-2%
C#CCN1C(=O)C2(OCCO2)c2ccccc21	i	0%	-3%	16%	9	3%	9%	16%	-8%
CCc1nc2c(OCc3ccc(Cl)cc3Cl)cccn2c1N(C)C(=O)CC(C)C	i	?	·	26µM*	-53*	·	?	?	?
Cc1ccc(/C=C/C(=O)Nc2cc(=O)n(C)c(=O)n2C)o1	i	10%	0%	4%	-8	12%	11%	0%	6%
CCOC(=O)c1ccc(NC(=O)CCc2nc(-c3cccc(C)c3)no2)cc1	i	-10%	12%	-13%	?	?	-21%	21µM*	?
O=C(O)CCC(=O)c1ccc(C2CCCCCC2)cc1	i	52%[activator]	·	22%	29	·	2%	3%	0%
COc1ccc2c(c1)O[C@H](c1ccc3c(c1)OCO3)[C@@H](O)C2=O	i	17%	?	0%	-6	12%	-11%	-24%	?
CC1(C(=O)Nc2ccc3c(c2)OCCO3)CCN1Cc1csc2ccccc12 (stereo not given)	?	-25%	·	-23%	-15	·	?	-23%	0%
O=S(=O)(/N=C(/Nc1cc(N2CCOCC2)ncn1)c1ccccc1)c1ccccc1	i	8%	0%	12%	18	-1%	20%	-15%	14%
Cc1nn(-c2ncc(C(F)(F)F)cc2Cl)c(=O)n1-c1cccc(F)c1	i	-16%	-26%	21%	1	-4%	21%	-20%	-2%
O=C(c1cccc(Cl)c1)N1CCN(CCCc2ccccc2)CC1	i	1%	-8%	8%	-2	4%	8%	1%	1%
CCCS(=O)(=O)NC(=O)C1(C)CCCN(C(=O)c2cc(C(C)(C)C)nn2C)C1 (stereo not given)	i	4%	·	22%	12	·	6%	3%	0%
O=C(/C=C/c1cccc2ccccc12)N1CCOCC1	i	32%	-69%[inhibitor]	-12%	-14	-1%	2%	6%	9%
CCOC(=O)Cn1nc(C)n(-c2cccc(Cl)c2)c1=O	i	-25%	-7%	13%	12	-4%	14%	3%	1%
O=C(Nc1ccc(Cl)cc1)c1nc[nH]c1C(=O)NCCCCNC(=O)c1[nH]cnc1C(=O)Nc1ccc(Cl)cc1	i	3%	5%	7%	?	-12%	9%	21µM*	?
COc1cc(OC)c(/C=N/NC(N)=S)cc1Br	i	-10%	-1%	5%	i	18%	9%	-12%	24%
O=C(COc1ccccc1[N+](=O)[O-])Nc1cccc(-c2nc3ccccc3s2)c1	?	2%	·	·	·	·	·	7%	0%
C=CCc1cc(Cl)ccc1OCCN1CC(C)OC(C)C1 (stereo not given)	i	?	-21%	-4%	1	0%	-3%	?	-2%
N#CC1(Nc2ccc3ccccc3c2)CCCC1	i	7%	-9%	-1%	7	-10%	1%	0%	-4%
Oc1ccc(Cl)cc1C1=Nc2ccccc2N=C(c2ccco2)C1	?	-8%	21%	-7%	25	15%	-10%[9.24 µM]	7%	1%
Cc1ccc(C)n1-c1c(C(=O)NCCC(C)C)sc2ncccc12	i	-18%	·	·	·	·	·	19%	-10%
CC1CN(C(=O)Cn2cnc3c2c(=O)n(C)c(=O)n3C)CC(C)O1 (stereo not given)	i	3%	0%	6%	23	3%	-1%	22%	3%
c1ccc(CSc2nc3ncccn3n2)cc1	i	7%	-15%	2%	30	-9%	5%	27%	25%
O=C(COC(=O)/C=C/c1cccs1)NC(=O)Cc1ccccc1	i	-15%	-13%	12%	25	1%	12%	22%	-10%
O=C(Nc1ncccc1O)c1cccc(S(=O)(=O)N2CCc3ccccc32)c1	i	-6%	0%	1%	20	-2%	-2%	0%	5%
Cc1ccc(Nc2nnc(-c3ccc(N4CCOCC4)c([N+](=O)[O-])c3)c3ccccc23)cc1	i	·	?	-18%	0	0%	-7%	-19%	2%

12 entries from above, sorted by molecular weight, lowest first.
SMILES	S2 tox	ATXN2 expr inh	SW480 rerep	HT1080NT lethal	IL-1B inflam inh	MCF10A rereplic	HT1080 IDH1KD tx	KB-V1 MDR tox	KB-3-1 tox
N#CC1(Nc2ccc3ccccc3c2)CCCC1	i	7%	-9%	-1%	7	-10%	1%	0%	-4%
c1ccc(CSc2nc3ncccn3n2)cc1	i	7%	-15%	2%	30	-9%	5%	27%	25%
CCOC(=O)Cn1nc(C)n(-c2cccc(Cl)c2)c1=O	i	-25%	-7%	13%	12	-4%	14%	3%	1%
COc1cc(OC)c(/C=N/NC(N)=S)cc1Br	i	-10%	-1%	5%	i	18%	9%	-12%	24%
O=C(COC(=O)/C=C/c1cccs1)NC(=O)Cc1ccccc1	i	-15%	-13%	12%	25	1%	12%	22%	-10%
CC1CN(C(=O)Cn2cnc3c2c(=O)n(C)c(=O)n3C)CC(C)O1 (stereo not given)	i	3%	0%	6%	23	3%	-1%	22%	3%
Cc1ccc(C)n1-c1c(C(=O)NCCC(C)C)sc2ncccc12	i	-18%	·	·	·	·	·	19%	-10%
O=C(Nc1ncccc1O)c1cccc(S(=O)(=O)N2CCc3ccccc32)c1	i	-6%	0%	1%	20	-2%	-2%	0%	5%
O=C(COc1ccccc1[N+](=O)[O-])Nc1cccc(-c2nc3ccccc3s2)c1	?	2%	·	·	·	·	·	7%	0%
CCCS(=O)(=O)NC(=O)C1(C)CCCN(C(=O)c2cc(C(C)(C)C)nn2C)C1 (stereo not given)	i	4%	·	22%	12	·	6%	3%	0%
Cc1ccc(Nc2nnc(-c3ccc(N4CCOCC4)c([N+](=O)[O-])c3)c3ccccc23)cc1	i	·	?	-18%	0	0%	-7%	-19%	2%
O=C(Nc1ccc(Cl)cc1)c1nc[nH]c1C(=O)NCCCCNC(=O)c1[nH]cnc1C(=O)Nc1ccc(Cl)cc1	i	3%	5%	7%	?	-12%	9%	21µM*	?

Compounds as they come. Share with any hit: about 11%.
